14-3-3g Raf – modulators of 14-3-3 gamma protein binding, primary screen, biochemical, fluorescence polarization | inhibition, % at 40 µM | FP, 14-3-3gamma / TMR-pS259-Raf peptide binding | actives 0.19% (n = 160,000) | 14-3-3 protein gamma (Homo sapiens), P61981; in the data active means inhibition above about 30%;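 further: 0% = protein plus tracer without compound and 100% = blank with tracer alone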
Target sequence (P61981 whole entry, looked up): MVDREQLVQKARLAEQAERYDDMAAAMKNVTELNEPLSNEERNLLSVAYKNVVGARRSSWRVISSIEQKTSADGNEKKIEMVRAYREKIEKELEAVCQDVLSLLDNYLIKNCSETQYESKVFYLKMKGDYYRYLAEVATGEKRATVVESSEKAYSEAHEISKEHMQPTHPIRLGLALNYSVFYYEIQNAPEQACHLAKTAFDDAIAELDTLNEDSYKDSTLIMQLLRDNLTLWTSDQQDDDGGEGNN
Active calls of the source: *; & = joins results of further samples.

How did Cc1ccc2[nH]c(=O)c(CNC(C)(C)C)cc2c1 do in these assays?
14-3-3g Raf: -7

How did O=C(NC(C(=O)N1CCCC1C(=O)O)=C1CCCCC1)c1ccccc1 (stereo not drawn) do in these assays?
14-3-3g Raf: -3

What do the screens show for `CCOC(=O)c1cnc2c(C)c(Cl)ccc2c1N(C)Cc1ccccc1`?
14-3-3g Raf: -12

How did Nc1nnc(CSCc2ccc(F)cc2)s1 do in these assays?
14-3-3g Raf: -1

How did Cc1ccc(S(=O)(=O)N(C)CCCC(=O)Nc2ccc(F)cc2)cc1 do in these assays?
14-3-3g Raf: -11

What do the screens show for `Cc1ccc(-c2nn(CC(=O)NCc3ccccn3)c(=O)c3ccccc23)cc1`?
14-3-3g Raf: -1

Results for CC1CC(C)(C)NC(=S)N1CCC(=O)Nc1ccc(OC(F)(F)F)cc1 (stereo not drawn) ?
14-3-3g Raf: -9

Results for CC(NC(=O)c1cc(-c2ccccn2)nc2ccccc12)c1ccccc1 (stereo not drawn) ?
14-3-3g Raf: -3

What do the screens show for `O=C(COC(=O)c1cccs1)NCCN1C(=O)CSC1=O`?
14-3-3g Raf: 0

What do the screens show for `CN1C(=O)C(=O)/C(=C(/O)c2ccc(F)cc2)C1c1ccc(F)cc1` (stereo not drawn)?
14-3-3g Raf: -3

What do the screens show for `COc1ccccc1N1CCN(C(=O)C2CCN(S(=O)(=O)c3ccccc3)CC2)CC1`?
14-3-3g Raf: -4&0

Results for COc1ccccc1-c1nnc(SCC(=O)N2CCc3ccccc32)o1 ?
14-3-3g Raf: 1

Results for CC(=O)c1c(OC(=O)c2cccc(Br)c2)c2ccccc2n1C ?
14-3-3g Raf: -18

What do the screens show for `N#Cc1c2n(c3c(=O)n(Cc4ccc(Cl)cc4)cnc13)CCCCC2`?
14-3-3g Raf: 1

Results for CC(C)c1nnc(NC(=O)c2ccc(S(=O)(=O)N(C)C)cc2)s1 ?
14-3-3g Raf: -38

What do the screens show for `COc1ccc(CNC(=O)CSc2nc3ccccc3[nH]2)cc1`?
14-3-3g Raf: -9

How did Cc1ccc(Nc2cc(N(C)C)c3nonc3c2[N+](=O)[O-])cc1Cl do in these assays?
14-3-3g Raf: -3

What do the screens show for `Cc1[nH]c(=O)cc2ccccc12`?
14-3-3g Raf: -3

Results for CCc1ccccc1NC1=NCC(=O)N1Cc1ccccc1 ?
14-3-3g Raf: -1

What do the screens show for `COc1ccc(C2/C(=C(\O)c3ccc(Br)cc3)C(=O)C(=O)N2CCCn2ccnc2)cc1` (stereo not drawn)?
14-3-3g Raf: -7

How did CCOc1ccccc1NC(=O)CN(c1cc(C)cc(C)c1)S(=O)(=O)c1c(C)noc1C do in these assays?
14-3-3g Raf: -3

What do the screens show for `CC(=O)OC[C@H]1O[C@@H](n2ccc(=O)[nH]c2=S)C(OC(C)=O)C1OC(C)=O` (stereo partly drawn)?
14-3-3g Raf: 3

What do the screens show for `CCn1c(C(=O)O)c(CC(=O)N2CCCCCC2)c2ccccc21`?
14-3-3g Raf: -1

How did COc1ccc(-n2nc3c(c2NC(=O)c2ccc(Br)o2)CSC3)cc1 do in these assays?
14-3-3g Raf: -11

Brought forward from above: two entries, then new ones.
What do the screens show for `CCn1c(C(=O)O)c(CC(=O)N2CCCCCC2)c2ccccc21`?
14-3-3g Raf: -1

How did COc1ccc(-n2nc3c(c2NC(=O)c2ccc(Br)o2)CSC3)cc1 do in these assays?
14-3-3g Raf: -11

What do the screens show for `CN(C(=O)c1ccc2c(c1)C(=O)N(CCC1=CCCCC1)C2=O)C1CCCCC1`?
14-3-3g Raf: -12

Results for Cc1c(NC(=O)CSc2nc3ccc(NC(=O)c4ccccc4Cl)cc3s2)c(=O)n(-c2ccccc2)n1C ?
14-3-3g Raf: -22

Results for CC(=O)c1cccc(NC(=O)c2noc3c2CCC3)c1 ?
14-3-3g Raf: -6

What do the screens show for `COc1ccc(S(=O)(=O)Nc2ccc(C(N)=O)cc2)cc1`?
14-3-3g Raf: 8

How did Cc1ccc(S(=O)(=O)N2CCN(C(=O)C3COc4ccccc4O3)CC2)cc1C (stereo not drawn) do in these assays?
14-3-3g Raf: 3

How did CCc1cccc(C)c1NS(=O)(=O)c1cccc2nsnc12 do in these assays?
14-3-3g Raf: -5

How did O=C(c1ccc(Br)o1)N1CCN(Cc2ccc3c(c2)OCO3)CC1 do in these assays?
14-3-3g Raf: -4

Results for O=C(O)c1ccccc1C(=O)Nc1c(-c2ccccc2)nc2ccccn12 ?
14-3-3g Raf: -1

What do the screens show for `O=C1Nc2ccc(Br)cc2C(O)(C(=O)NCc2ccc(F)cc2)N1c1ccccc1` (stereo not drawn)?
14-3-3g Raf: 1

Results for Cn1ccccc1=Nc1cccc[n+]1C ?
14-3-3g Raf: -50

How did Cc1cccc(NC(=O)c2ccc(C(=O)Nc3cccc(C)c3C)cc2)c1C do in these assays?
14-3-3g Raf: -10

Results for Nc1nc2cc([N+](=O)[O-])ccc2s1 ?
14-3-3g Raf: -10

Results for CC1CCCCN1S(=O)(=O)c1ccc2c(c1)CCN2C(=O)C1CC1 (stereo not drawn) ?
14-3-3g Raf: -8

Results for CCN(CC)CCOC(=O)c1c(C)nn2c3ccccc3n(C)c12 ?
14-3-3g Raf: -4

How did COc1ccc(Br)cc1C1CC(=O)c2c(ccc3ccccc23)N1 (stereo not drawn) do in these assays?
14-3-3g Raf: -4

How did COC(=O)Cc1nc(N(C)Cc2ccccc2)c2c(C)c(C)sc2n1 do in these assays?
14-3-3g Raf: -1

What do the screens show for `CS(=O)(=O)N1CCN(c2ccccc2NC(=O)CSc2ccc(Cl)cc2)CC1`?
14-3-3g Raf: -3

How did CCOc1ccc(-n2nc3ccc(NC(=O)c4ccc(-c5cccc([N+](=O)[O-])c5)o4)cc3n2)cc1 do in these assays?
14-3-3g Raf: -15

How did COc1cc(OC)cc(-n2nc(C(=O)Nc3cccc(Cl)c3)c3ccccc3c2=O)c1 do in these assays?
14-3-3g Raf: -6

How did COCCn1cc(C(=O)NCCCN2CCC(C)CC2)c2c3ccccc3n(C)c2c1=O do in these assays?
14-3-3g Raf: -9

Results for Cc1c(C(=O)O)oc2ccc(S(=O)(=O)NC3CCCCC3C)cc12 (stereo not drawn) ?
14-3-3g Raf: -10

Results for O=C(c1cccc([N+](=O)[O-])c1)c1ccc2c(c1)C(=O)N(c1nccs1)C2=O ?
14-3-3g Raf: -8

Results for NCCCCCc1nnc(SCc2cccc(Cl)c2)o1 ?
14-3-3g Raf: 0

What do the screens show for `CC1=C(C(=O)Nc2ccc(C)cc2C)C(c2ccccc2Cl)n2c(nc3ccccc32)N1` (stereo not drawn)?
14-3-3g Raf: 3

How did CCOc1ccc(C=Nc2cccc3ncccc23)cc1 do in these assays?
14-3-3g Raf: -2

Results for COc1ccc2nc(N3CCC(C(=O)N4CCN(c5ccccn5)CC4)CC3)sc2c1 ?
14-3-3g Raf: -9

Results for COc1ccc(S(=O)(=O)NCC(c2cccnc2)N2CCN(C)CC2)cc1C (stereo not drawn) ?
14-3-3g Raf: -2

Results for CC(C(=O)Nc1cccnc1)N1C(=O)c2ccccc2C1=O (stereo not drawn) ?
14-3-3g Raf: 0

How did COc1ccc(-c2cnnn2-c2ccc(N)cc2)cc1OC do in these assays?
14-3-3g Raf: -5

Results for O=C(NCc1ccc(F)cc1)c1ccc2c(=O)n(CC3CCCO3)c(=S)[nH]c2c1 (stereo not drawn) ?
14-3-3g Raf: -3

How did Cc1ccc2nc(NC(=O)CN3C(=S)NC(C)(C)CC3C)sc2c1 (stereo not drawn) do in these assays?
14-3-3g Raf: -4

What do the screens show for `CCOC(=O)c1c(CSC2CCCCC2)oc2ccc(O)cc12`?
14-3-3g Raf: -5

What do the screens show for `COc1ccc(NC(C)=O)c2nc(C)c(C)nc12`?
14-3-3g Raf: 3

What do the screens show for `CC1CCCC(NC(=O)c2cccc(NS(=O)(=O)c3ccc(Br)cc3)c2)C1C` (stereo not drawn)?
14-3-3g Raf: 3

Results for O=C(NCc1ccco1)Nc1ccccc1Cl ?
14-3-3g Raf: 3

How did COc1ccc(CN2C(=O)c3ccccc3C2C(=O)NCCCN2C(C)CCCC2C)cc1 (stereo not drawn) do in these assays?
14-3-3g Raf: -10

Results for O=C(O)CCCC(=O)N1N=C(c2ccc(Br)cc2)CC1c1cccc([N+](=O)[O-])c1 (stereo not drawn) ?
14-3-3g Raf: -2

How did CC(C)c1ccc(C2/C(=C(\O)c3ccc(Cl)cc3)C(=O)C(=O)N2Cc2cccnc2)cc1 (stereo not drawn) do in these assays?
14-3-3g Raf: 6

Results for COC(=O)c1c(NC(=O)c2c(OC)cccc2OC)sc(C)c1C ?
14-3-3g Raf: -1

How did O=[N+]([O-])c1ccc(Oc2ccc(-c3nnc(-c4cccc([N+](=O)[O-])c4)o3)cc2)cc1 do in these assays?
14-3-3g Raf: -4

What do the screens show for `Cc1cccc(N=CC=Cc2ccc([N+](=O)[O-])cc2)c1`?
14-3-3g Raf: 5

How did Cc1ccc(Nc2nc3c(s2)CCCC3)cc1C do in these assays?
14-3-3g Raf: 2

What do the screens show for `N#Cc1ccccc1NC(=O)c1cc2c(=O)n3ccccc3nc2s1`?
14-3-3g Raf: -66

What do the screens show for `CCOC(=O)c1c(-c2cccs2)csc1NC(=O)CN1CC(C)OC(C)C1` (stereo not drawn)?
14-3-3g Raf: -2

Results for COc1ccc(CC(=O)Oc2c(Sc3ccccc3[N+](=O)[O-])c(C)nn2C(C)(C)C)cc1 ?
14-3-3g Raf: -4

Results for COc1cc(OC)cc(-c2nc3nc(C)c(CCC(=O)O)c(C)n3n2)c1 ?
14-3-3g Raf: 5

Results for CC(=O)Nc1cccc(NS(=O)(=O)c2ccc3[nH]c(=O)oc3c2)c1 ?
14-3-3g Raf: -4

Results for CCOc1ccccc1NC(=O)CCS(=O)(=O)c1ccc(Br)cc1 ?
14-3-3g Raf: -4

What do the screens show for `O=S(=O)(c1ccc(Cl)cc1)c1nc(-c2ccccc2Cl)oc1N1CCCCC1`?
14-3-3g Raf: 10

How did COc1ccc(-c2nn(-c3ccccc3)cc2C(=O)N(C)C)cc1OC do in these assays?
14-3-3g Raf: -6

Results for COc1cc(C(=O)Nc2ccc(O)cc2C(=O)O)ccc1OC(C)=O ?
14-3-3g Raf: -4

What do the screens show for `CCCCN(C)CCCNC(=O)CS(=O)Cc1nc(-c2ccc(OC)c(OC)c2)oc1C` (stereo not drawn)?
14-3-3g Raf: 0

How did Cc1ccc(C)c(N2CCN(C(=O)CNS(=O)(=O)c3cccs3)CC2)c1 do in these assays?
14-3-3g Raf: -6

What do the screens show for `CCOCCCn1c(SCC(=O)c2ccccc2)nc2ccccc2c1=O`?
14-3-3g Raf: -5

Results for CC(=O)Nc1ccc(N2C(=O)C3C4c5ccccc5C(c5ccccc54)C3(C)C2=O)cc1 (stereo not drawn) ?
14-3-3g Raf: 1

What do the screens show for `C/C=C/c1ccc(OCCSc2nc(C)cc(=O)[nH]2)c(OC)c1`?
14-3-3g Raf: -13

How did NC(=O)CSc1cn(CCNC(=O)c2cccs2)c2ccccc12 do in these assays?
14-3-3g Raf: 0

Results for CN(C)c1ccc(CNn2cnnc2SCc2ccc(F)cc2)cc1 ?
14-3-3g Raf: -5

What do the screens show for `Cn1cc(CN2CCN(c3ccccc3)CC2)c2ccccc21`?
14-3-3g Raf: -5

How did CCOC(=O)c1c(CN2CCN(C)CC2)n(C)c2cc(Br)c(OC)cc12 do in these assays?
14-3-3g Raf: 12

Continued, starting with the last four of the part before.
How did NC(=O)CSc1cn(CCNC(=O)c2cccs2)c2ccccc12 do in these assays?
14-3-3g Raf: 0

Results for CN(C)c1ccc(CNn2cnnc2SCc2ccc(F)cc2)cc1 ?
14-3-3g Raf: -5

What do the screens show for `Cn1cc(CN2CCN(c3ccccc3)CC2)c2ccccc21`?
14-3-3g Raf: -5

How did CCOC(=O)c1c(CN2CCN(C)CC2)n(C)c2cc(Br)c(OC)cc12 do in these assays?
14-3-3g Raf: 12

Results for Cc1ccc(N2C(=O)c3ccccc3C2O)nc1 (stereo not drawn) ?
14-3-3g Raf: 2

What do the screens show for `COC(=O)c1ccc(C2C3=C(CC(C)(C)CC3=O)N(Cc3ccc(C)cc3)C3=C2C(=O)CC(C)(C)C3)cc1`?
14-3-3g Raf: 3

What do the screens show for `COc1ccc(C2C(C(=O)OC3CCCCC3)=C(C)Nc3ncnn32)cc1OC` (stereo not drawn)?
14-3-3g Raf: -4

What do the screens show for `CCc1ccccc1NC(=O)c1cnc2n(c1=O)CCS2`?
14-3-3g Raf: -1

How did Cc1cc(Br)ccc1N1C(=O)c2ccc(S(=O)(=O)c3ccc(C(=O)O)cc3)cc2C1=O do in these assays?
14-3-3g Raf: 4

How did O=C(CSc1nc2c(c(=O)n1-c1ccc(F)cc1)SCC2)Nc1cccc2ccccc12 do in these assays?
14-3-3g Raf: -4

How did COc1cccc(C2C=C(c3cccc(Br)c3)Nc3ncnn32)c1 (stereo not drawn) do in these assays?
14-3-3g Raf: 0

What do the screens show for `O=C(Nc1ccc(Cl)cc1)C1C2C=CC3(O2)C1C(=O)N(Cc1cccs1)C3C(=O)NC1CCCCC1` (stereo not drawn)?
14-3-3g Raf: -1

How did O=C(O)CCC(=O)N(Cc1cccnc1)Cc1cccc(F)c1 do in these assays?
14-3-3g Raf: 6

How did CCn1c(-c2ccc(C)cc2)n[nH]c1=S do in these assays?
14-3-3g Raf: -4

Results for CCc1cc(Br)ccc1N1C(=O)C2CC=CCC2C1=O (stereo not drawn) ?
14-3-3g Raf: 0

Seven compounds from above, arranged by SMILES length, lowest first:
How did CCn1c(-c2ccc(C)cc2)n[nH]c1=S do in these assays?
14-3-3g Raf: -4

What do the screens show for `CCc1ccccc1NC(=O)c1cnc2n(c1=O)CCS2`?
14-3-3g Raf: -1

Results for CCc1cc(Br)ccc1N1C(=O)C2CC=CCC2C1=O (stereo not drawn) ?
14-3-3g Raf: 0

How did O=C(CSc1nc2c(c(=O)n1-c1ccc(F)cc1)SCC2)Nc1cccc2ccccc12 do in these assays?
14-3-3g Raf: -4

How did Cc1cc(Br)ccc1N1C(=O)c2ccc(S(=O)(=O)c3ccc(C(=O)O)cc3)cc2C1=O do in these assays?
14-3-3g Raf: 4

What do the screens show for `O=C(Nc1ccc(Cl)cc1)C1C2C=CC3(O2)C1C(=O)N(Cc1cccs1)C3C(=O)NC1CCCCC1` (stereo not drawn)?
14-3-3g Raf: -1

What do the screens show for `COC(=O)c1ccc(C2C3=C(CC(C)(C)CC3=O)N(Cc3ccc(C)cc3)C3=C2C(=O)CC(C)(C)C3)cc1`?
14-3-3g Raf: 3

Some of the compounds tested; rates above refer to the full screens.
